Screening data (PubChem)
Rev-erbA mod – Rev-erb alpha (human) modulation; P20393; Rev-erbα–FITC-DNA binding, fluorescence polarization, 90 min; activity, % at 10 µM; 370,000 compounds, 0.79% hits;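 active means activity above about 14%, limit read from the data; passing the limit was not always enough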;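 further: 0% = DMSO wells with 35 nM protein and 100% = DMSO wells with 750 nM protein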
ARFGAP1 inh – rat ARFGAP1 inhibition | 360,000 compounds, 0.26% hits | Arfgap1-stimulated ARF1 GTP hydrolysis, GDP FP detection | Q62848 | inhibition, % at 16.5 µM;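 active means inhibition above a per-plate limit, mean inhibition of low control wells plus 3 SD, cut at about 25% in these data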;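 further: 0% = DMSO wells with enzyme and 100% = wells lacking Arfgap1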
Target sequence (Q62848 1-136 limits assumed): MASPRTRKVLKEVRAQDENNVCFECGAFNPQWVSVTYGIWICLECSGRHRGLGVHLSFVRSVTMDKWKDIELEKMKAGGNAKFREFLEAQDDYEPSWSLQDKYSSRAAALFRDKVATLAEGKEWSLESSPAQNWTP
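Material – truncated rat Arfgap1 GAP domain · Buffer or medium – HEPES-based buffer, pH 7.5 · Reagent – human ARF1(Δ1-17)-GTP substrate · Dosing – 16.5 µM single point, 1.26% DMSO · Schedule – GTP hydrolysis reaction 2 h at 25 °C · Technique – GDP detection by fluorescence polarization · Benchmarks – No-Arfgap1 wells (100%) versus DMSO full-reaction wells (0%) · Repeats – single replicate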
SMARCA2 activ – SMARCA2 function activation, primary screen; MG213 cells, MMTV-luciferase reporter, dexamethasone, overnight; activation, % at 9.1 µM; 370,000 compounds, 1% hits; AID 652017; in the data active means activation above about 7.8%;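 further: 0% = vehicle wells and 100% = reference activator wells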
ABHD4 inh – inhibits mouse alpha/beta hydrolase domain 4 | purified mABHD4, FP-Rh probe fluorescence polarization | inhibition, % at 8.92 µM | 370,000 compounds, 0.54% hits;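 active means inhibition exceeding the mean over every tested compound plus 3 SD, cut at about 30% in these data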;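 further: 0% = plate median of compound wells and 100% = S159A mutant with DMSO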
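Test system: mABHD4 protein; Read-out basis: % inhibition; Incubation: 45 min + 60 min at 25 °C; Repeats: single replicate; Technique: fluorescence polarization with parallel and perpendicular emission, 525/598 nm; Compound: 8.92 µM, single dose; Benchmarks: full inhibition S159A mutant plus DMSO, zero as sample-well median.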
PG9 Ab binder – PG9 antibody binding by small molecule. TR-FRET gp120-PG9 antibody binding. 360,000 compounds, 0.43% hits. inhibition, % at 6.7 µM; in the data active means inhibition above about 8.5%
ASAP1 GAP inh – ASAP1 ArfGAP inhibition; Q9ULH1; ASAP1-stimulated ARF1 GTP hydrolysis, GDP FP detection; inhibition, % at 16.5 µM; 360,000 compounds, 0.19% hits; AID 624377; in the data active means inhibition above about 25%;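 further: 0% = vehicle with enzyme and substrate and 100% = no enzyme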
Target sequence (Q9ULH1 325-724 limits assumed): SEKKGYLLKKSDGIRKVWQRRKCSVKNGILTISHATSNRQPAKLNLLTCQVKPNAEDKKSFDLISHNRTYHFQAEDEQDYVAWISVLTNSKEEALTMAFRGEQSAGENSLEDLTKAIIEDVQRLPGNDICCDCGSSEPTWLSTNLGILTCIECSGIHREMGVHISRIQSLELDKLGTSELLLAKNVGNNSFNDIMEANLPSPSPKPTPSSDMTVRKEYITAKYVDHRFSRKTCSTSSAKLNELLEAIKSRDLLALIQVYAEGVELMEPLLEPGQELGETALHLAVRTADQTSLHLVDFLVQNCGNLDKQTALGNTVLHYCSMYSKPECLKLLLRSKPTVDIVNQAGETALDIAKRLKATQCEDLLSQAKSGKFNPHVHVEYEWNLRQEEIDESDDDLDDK
rCAG binder – r(CAG) repeat RNA binding | TO-PRO-1 dye displacement fluorescence | inhibition, % at 3 µM | 370,000 compounds, 1.3% hits;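 active means inhibition above the plate cutoff, the mean of all test compounds on that plate plus 3 SD, cut at about 35% in these data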;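 further: 0% = DMSO alone and 100% = 100 µM mitoxantrone as full dye displacement; higher means more dye released from RNA so lower well fluorescence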
HTRA1 inh – inhibitors of human serine peptidase HTRA1; Q92743; recombinant HTRA1, FP-rhodamine activity-based probe, fluorescence polarization; inhibition, % at 5.96 µM; 340,000 compounds, 0.5% hits; AID 504803; in the data active means inhibition above about 36%;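 further: 0% = enzyme with DMSO and 100% = wells lacking enzyme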
Target sequence (Q92743 whole entry, looked up): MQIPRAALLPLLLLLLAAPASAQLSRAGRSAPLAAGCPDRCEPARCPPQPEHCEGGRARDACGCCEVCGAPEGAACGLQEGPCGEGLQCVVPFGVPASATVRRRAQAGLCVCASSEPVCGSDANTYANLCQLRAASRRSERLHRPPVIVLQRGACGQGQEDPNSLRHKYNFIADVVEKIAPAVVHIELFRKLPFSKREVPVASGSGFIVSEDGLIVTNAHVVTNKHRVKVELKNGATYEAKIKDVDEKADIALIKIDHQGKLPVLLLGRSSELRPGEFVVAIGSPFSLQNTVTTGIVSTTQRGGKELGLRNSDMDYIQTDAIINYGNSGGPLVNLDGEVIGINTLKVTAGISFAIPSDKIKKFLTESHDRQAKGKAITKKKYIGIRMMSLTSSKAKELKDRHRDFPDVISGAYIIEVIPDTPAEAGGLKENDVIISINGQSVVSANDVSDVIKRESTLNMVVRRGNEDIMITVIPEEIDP
NPR1 activator – GC-A (human) enzyme activation; HEK293 GC-A cells, cGMP TR-FRET, EC30 ANP; 0% at EC30 ANP, 100% saturating ANP; 370,000 compounds, 0.14% hits; P16066; activation, % at 10 µM; in the data active means activation above about 40%
GC-B act – GC-B (human) receptor activation | P20594 | 370,000 compounds, 0.11% hits | AID 1920062 | activation, % at 10 µM | HEK293-GC-B cells, CNP EC30, cGMP TR-FRET; 0% at EC30 CNP, 100% saturating CNP;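 active means activation at 10 µM reaching about 35% in either raw or pattern-adjusted values, limit read from the data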
* hit, by the source's call; / = no result given.

SMILES | Rev-erbA mod | ARFGAP1 inh | SMARCA2 activ | ABHD4 inh | PG9 Ab binder | ASAP1 GAP inh | rCAG binder | HTRA1 inh | NPR1 activator | GC-B act
Cc1ccc(-c2nc(-c3ccncc3)no2)c(C)c1 | 0 | -1 | 7 | -6 | -0.3 | 3 | -1 | -3 | -1 | -3
Cc1c(NC(=O)CSc2nc3ccccc3n2C)c(=O)n(-c2ccccc2)n1C | -5 | -9 | 2 | 1 | 1.1 | -9 | 2 | -1 | 10 | -13
O=S(=O)(Nc1ccncc1Cl)c1ccc2ccccc2c1 | 0 | -2 | 1 | 0 | 0.3 | 5 | 6 | 1 | 4 | 0
COc1ccc(C)cc1NC(=O)c1ccc(CN2CCN(c3ccccc3)CC2)cc1 | -1 | 3 | -1 | 1 | -0.9 | -3 | -3 | -16 | -5 | 0
COc1ccc(S(=O)(=O)N2CCOCC2)cc1NC(=O)CSc1nnc(NC2CC2)s1 | -4 | -9 | -3 | -2 | -1.9 | -14 | 1 | -1 | -3 | 57*
O=C(Nc1ccccc1)Nc1ccc(C(=O)N2CCOCC2)cc1 | / | 15 | -2 | -7 | -1.6 | 0 | 0 | 0 | / | /
O=C(NCCCN1CCOCC1)C1(c2ccccc2)CCCC1 | -9 | 4 | 1 | 8 | 0.1 | 3 | 3 | 5 | 3 | -5
CCC1(C)N=c2c(c(=O)n(C)c(=O)n2C)=NO1 (configuration not stated) | -3 | 5 | -1 | 5 | -1.6 | -1 | 4 | -1 | 1 | 2
CCC(=O)Nc1nc2nc(-c3ccccc3)cc(-c3ccccc3)n2n1 | 22 | -2 | 4 | -6 | -1.2 | 8 | 2 | 5 | -3 | -3
COc1ccccc1-c1cccc2nccn12 | 1 | -2 | -1 | 3 | -0.1 | -5 | 1 | / | -1 | -1
CCCN(CCC)CCCn1c(=O)[nH]c2ccccc21 | 1 | -2 | 0 | 2 | -1.8 | -3 | -4 | 6 | -1 | -2
CN(C)C(=O)c1ccc(NC(=O)c2sccc2-c2ccccc2)cc1 | 0 | 0 | -2 | -1 | 5.7 | 0 | -7 | 2 | 3 | 2
CC(C)c1ccc(NC(=O)NC2(C(=O)NCc3cccnc3)CCCCC2)cc1 | 1 | -8 | -1 | -3 | 0.1 | 14 | 3 | -6 | 2 | -4
Nc1ccc2c(c1)C(=O)c1cc(N)c(Cl)cc1-2 | -5 | 4 | 11* | 19 | -35 | 11 | 5 | 17 | -6 | -10
O=C(CCNC(=O)c1ccc([N+](=O)[O-])cc1)NCCc1ccccc1 | -6 | -1 | -3 | 8 | -2.2 | -8 | 0 | 0 | 2 | -1
O=C(c1cc2ccccc2cc1O)N1CCN(c2cccc(Cl)c2)CC1 | 2 | 6 | -2 | -5 | -0.1 | -2 | 8 | -25 | 4 | 2
Cc1cccc(Cc2nnc(CCC(=O)N3CCCCC3c3nccs3)o2)c1 (configuration not stated) | -5 | -10 | -7 | 6 | 3.4 | -6 | -7 | 4 | 1 | 1
CC(=O)c1cn(CCOc2ccc(F)cc2)c2ccccc12 | -1 | 7 | -4 | -11 | 0.1 | -4 | 2 | -11 | 4 | -3
O=C(COc1c(Cl)cc(Cl)cc1Cl)c1ccc(Cl)cc1 | -7 | 16 | 0 | -4 | -2.7 | 12 | 0 | -3 | 2 | 2
COc1ccccc1CN1CCNC(=O)C1CC(=O)NCCCn1cccn1 (configuration not stated) | -6 | 1 | 0 | 4 | -1.4 | 10 | -2 | -5 | 1 | 0
COC(=O)c1c(C#N)c(N)nc2c1CCC2 | 4 | -3 | 4 | -2 | 1.7 | -4 | 2 | 0 | 2 | 5
CC(=O)N1CCN(C(=O)CN2C(=O)NC(C)(c3ccc4ccccc4c3)C2=O)CC1 (configuration not stated) | -3 | 2 | -1 | 0 | -0.2 | 4 | 1 | 2 | 2 | 0
O=C(NN=Cc1ccccc1)c1ccccc1 | -4 | 1 | 2 | 8 | -2.1 | -10 | 1 | 2 | 6 | 0
CC(C)(C)C(=O)NC1(C(F)(F)F)NC(=O)N(Cc2ccccc2)C1=O (configuration not stated) | 2 | 2 | 2 | 1 | -1.3 | 9 | 0 | 9 | 4 | 3
CCOc1cc(N2CCOCC2)c(OCC)cc1NC(=O)c1cc(S(=O)(=O)N2CCOCC2)ccc1Cl | -5 | -2 | 2 | -2 | -3.0 | 13 | -1 | -2 | 5 | 7
Cc1ccc(NC(=S)Nn2cnnc2)c(C)c1 | 2 | 10 | 4 | 2 | -1.7 | -1 | -1 | 5 | -1 | 3
Cc1oc(-c2cccc(F)c2)nc1CN1CCCN(C(=O)c2ccco2)CC1 | 4 | 6 | -2 | 5 | 0.1 | 8 | -3 | -4 | -5 | -3
CCCCn1c(N)c(N(CC(C)C)C(=O)C2CCN(S(=O)(=O)c3ccc(F)cc3)CC2)c(=O)[nH]c1=O | -3 | -4 | -2 | -4 | 2.1 | -9 | -1 | 1 | 3 | 5
OC[C@H]1NC[C@@H](O)[C@@H]1O | -6 | 3 | -3 | -18 | 0.5 | 16 | 3 | 3 | 3 | -5
COc1ccc(N2CCN(C(=O)COC(=O)CSc3ccccc3)CC2)cc1 | 0 | 3 | -1 | 2 | -0.7 | -15 | -8 | 10 | 3 | -4
CC(C)(C)NNC(=S)Nc1cccc(F)c1 | 3 | 4 | -1 | 0 | -0.5 | -2 | -2 | -2 | 2 | 2
CCOC(=O)[C@@]12CN(C(=O)OC(C)(C)C)CC=C1N(Cc1ccc(OC)cc1)C(=O)[C@H]2CC(=O)N1CCSCC1 | 2 | / | -4 | 0 | / | / | -1 | / | -2 | 9
Cc1ccc(CNC(=O)CCS(=O)(=O)c2cc3c(cc2C)NC(=O)CO3)cc1 | -9 | -5 | -2 | -5 | 0.2 | 7 | 4 | -2 | 1 | 4
CCC(=O)Nc1ccc(NC(=O)CSc2nc3c(c(=O)n(C)c(=O)n3C)n2CC)cc1 | 5 | 11 | 2 | 5 | -1.1 | 7 | 1 | -1 | 0 | -3
CN(C)c1ccc(NC(=O)NC2CCCCN(Cc3ccc(Cl)cc3)C2=O)cc1 (configuration not stated) | 0 | / | -2 | 14 | / | / | 5 | / | 1 | 0
O=C(O)Cc1ccc(C(=O)c2ccc(Cl)cc2Cl)s1 | 8 | 3 | 1 | -6 | -1.3 | -12 | 2 | -2 | 5 | 3
CCOc1ccccc1/C=N/n1nnnc1N | 14 | 10 | 0 | -3 | -3.1 | -24 | 3 | -6 | -7 | -4
Cc1nc(SCC(=O)NCC2CCCO2)nc(C)c1C (configuration not stated) | 0 | 11 | 4 | 2 | 1.0 | 6 | 0 | 6 | -2 | 2
O=S(=O)(c1cccs1)N1CCN(Cc2cccc(F)c2)CC1 | -5 | 8 | -1 | -7 | -1.1 | -8 | -5 | 0 | 3 | 0
O=C(Nc1nnc(CC(c2ccccc2)c2ccccc2)s1)c1ccco1 | 2 | 10 | 2 | -1 | 4.9 | 2 | 6 | -2 | -2 | 5
O=C(CSCC(=O)N1CCOCC1)Nc1ccccc1 | -1 | 8 | -1 | 7 | -1.6 | 2 | 7 | 3 | 7 | 2
NC(=S)NN=C1c2ccccc2-c2cc(Br)ccc21 | 10 | 6 | 0 | -11 | 0.2 | -2 | 17 | -67 | 0 | 5
O=C(c1ccccc1)C1OC1C(=O)c1ccccc1 (configuration not stated) | 6 | -4 | 3 | 1 | 0.4 | -10 | 4 | 1 | 2 | 5
COc1ccccc1NC(=O)c1oc2ccccc2c1C | -7 | -8 | 4 | -19 | -1.3 | 4 | 5 | -18 | -5 | -5
CSC(=Cc1ccc(C(=O)c2ccc(C)cc2)n1C)S(C)=O (configuration not stated) | 8 | -2 | -6 | -4 | 0.8 | 9 | 2 | / | 1 | -16
CC1CCCC(C)N1C(=O)COC(=O)C1CCN(S(=O)(=O)c2c(Cl)cccc2Cl)CC1 (configuration not stated) | -5 | 0 | -1 | -6 | 0.4 | -5 | -7 | 5 | -1 | -2
CC1CCCCC1NC(=O)c1ccc(S(=O)(=O)N2CCN(C)CC2)cc1 (configuration not stated) | 6 | 0 | 5 | -1 | -1.6 | 0 | -2 | 7 | 2 | 5
CC(C)CC(c1nnnn1CC1CCCO1)N1CCN(c2nc3ccccc3s2)CC1 (configuration not stated) | -3 | -10 | -1 | 7 | 0.5 | 4 | -5 | 1 | 3 | -1
O=C(CN1C(=O)NC2(CCCC2)C1=O)Nc1ccccc1N1CCCC1 | -2 | -2 | -1 | 1 | -5.3 | 2 | -2 | 0 | 3 | -3
O=C(NC1CC1)c1cccc(S(=O)(=O)N2CCOCC2)c1 | -3 | 6 | 1 | 4 | -0.3 | 7 | 0 | 6 | 4 | 1
Cc1ccc(NC(=S)NNc2ncc(C(F)(F)F)cc2Cl)cc1 | 5 | 9 | -9 | 8 | 0.2 | -11 | 1 | 38* | 1 | -3
CCOc1cccc(/C=N/NC(=O)C2CCCC2)c1O | -2 | 19 | -1 | 6 | -0.1 | 3 | -5 | 0 | 2 | 0

Filtered by structure, those above with fluorine.
SMILES | Rev-erbA mod | ARFGAP1 inh | SMARCA2 activ | ABHD4 inh | PG9 Ab binder | ASAP1 GAP inh | rCAG binder | HTRA1 inh | NPR1 activator | GC-B act
CC(=O)c1cn(CCOc2ccc(F)cc2)c2ccccc12 | -1 | 7 | -4 | -11 | 0.1 | -4 | 2 | -11 | 4 | -3
CC(C)(C)C(=O)NC1(C(F)(F)F)NC(=O)N(Cc2ccccc2)C1=O (configuration not stated) | 2 | 2 | 2 | 1 | -1.3 | 9 | 0 | 9 | 4 | 3
Cc1oc(-c2cccc(F)c2)nc1CN1CCCN(C(=O)c2ccco2)CC1 | 4 | 6 | -2 | 5 | 0.1 | 8 | -3 | -4 | -5 | -3
CCCCn1c(N)c(N(CC(C)C)C(=O)C2CCN(S(=O)(=O)c3ccc(F)cc3)CC2)c(=O)[nH]c1=O | -3 | -4 | -2 | -4 | 2.1 | -9 | -1 | 1 | 3 | 5
CC(C)(C)NNC(=S)Nc1cccc(F)c1 | 3 | 4 | -1 | 0 | -0.5 | -2 | -2 | -2 | 2 | 2
O=S(=O)(c1cccs1)N1CCN(Cc2cccc(F)c2)CC1 | -5 | 8 | -1 | -7 | -1.1 | -8 | -5 | 0 | 3 | 0
Cc1ccc(NC(=S)NNc2ncc(C(F)(F)F)cc2Cl)cc1 | 5 | 9 | -9 | 8 | 0.2 | -11 | 1 | 38* | 1 | -3
